bIAP inhibitor: blocks bovine intestinal alkaline phosphatase activity. purified bovine IAP, CDP-star luminescence, 30 min. inhibition, % at 20 µM. 190,000 tested, under 10 active. AID 1019;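 active means over 50% inhibition of intestinal alkaline phosphatase at 20 µM in the single-dose screen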
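Assay system – bovine IAP enzyme · Quantity – bovine IAP at 1/65,000,000 final dilution · Detection – CDP-star luminescence signal · Times – 30 min reaction at room temperature · Also added – CDP-star substrate at 30 µM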
S1P3 antagonist: S1P3 (human) receptor antagonism; Q99500; CHO S1P3 NFAT-BLA reporter, FRET fluorescence, antagonist mode; inhibition, % at 4.98 µM; 0.27% of 170,000 active; AID 485;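 active means inhibition above the plate cutoff, the mean inhibition of test wells on that plate plus 3 SD, cut at about 28% in these data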;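 further: cells challenged with S1P at its EC80 of 0.8 µM; blue over green emission ratio from cleaved BLA substrate after 4 h stimulation; 0% = S1P-stimulated wells and 100% = unstimulated DMSO-only wells; some compounds past the cut are filed as inactive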
PPARg SRC1 recr: promotes SRC-1 coactivator recruitment by human PPARgamma; PPARgamma-SRC-1 coactivator recruitment biochemical assay; activation, % at 8 µM; 0.41% of 200,000 active; in the data active means activation above about 19%;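 further: 0% = DMSO and 100% = reference agonist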
Target sequence (P37231 whole entry, looked up): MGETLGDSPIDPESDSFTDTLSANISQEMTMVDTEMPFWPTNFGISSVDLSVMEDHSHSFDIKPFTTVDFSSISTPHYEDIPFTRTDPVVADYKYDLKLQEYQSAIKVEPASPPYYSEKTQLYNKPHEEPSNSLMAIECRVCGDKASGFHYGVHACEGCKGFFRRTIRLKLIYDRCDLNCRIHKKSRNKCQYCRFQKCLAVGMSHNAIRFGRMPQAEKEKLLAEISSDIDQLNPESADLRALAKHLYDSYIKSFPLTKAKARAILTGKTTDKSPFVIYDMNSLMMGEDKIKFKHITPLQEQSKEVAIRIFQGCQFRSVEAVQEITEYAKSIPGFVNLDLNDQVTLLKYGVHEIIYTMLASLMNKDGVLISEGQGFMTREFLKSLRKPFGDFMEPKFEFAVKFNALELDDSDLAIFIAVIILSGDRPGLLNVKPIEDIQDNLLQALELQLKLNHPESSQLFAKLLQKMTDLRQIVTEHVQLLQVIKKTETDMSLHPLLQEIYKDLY
TR-FRET SRC-2 ct: flags TR-FRET format artefacts in PPARgamma SRC-2 recruitment agonist screen. TR-FRET artefact counter-screen; active compounds read high. 0.4% of 200,000 active. TR-FRET ratio at 8 µM; in the data active means TR-FRET ratio above about 2000; further: inactives centre near 1500; reference of the scale not given here
PPARg SRC-3 ag: PPARgamma-driven SRC-3 recruitment agonism; P37231; 0.26% of 200,000 active; biochemical PPARgamma/SRC-3 coactivator recruitment assay; AID 731; activation, % at 8 µM; in the data active means activation above about 23%;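 further: 0% = DMSO and 100% = reference agonist; some compounds past the cut are filed as inactive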
ROMK mod: modulators of human ROMK potassium channel | Tet-inducible ROMK, thallium flux fluorescence; actives lie on both sides | B-score at 10 µM | 2% of 130,000 active | AID 1918;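 active means signal ratio slope over the read window, or its plate-corrected B-score, at least 3 SD from the plate mean, either direction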;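 further: B-score of the F/F0 ratio slope over 7 to 12 s after thallium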
Target sequence (P48048 whole entry, looked up): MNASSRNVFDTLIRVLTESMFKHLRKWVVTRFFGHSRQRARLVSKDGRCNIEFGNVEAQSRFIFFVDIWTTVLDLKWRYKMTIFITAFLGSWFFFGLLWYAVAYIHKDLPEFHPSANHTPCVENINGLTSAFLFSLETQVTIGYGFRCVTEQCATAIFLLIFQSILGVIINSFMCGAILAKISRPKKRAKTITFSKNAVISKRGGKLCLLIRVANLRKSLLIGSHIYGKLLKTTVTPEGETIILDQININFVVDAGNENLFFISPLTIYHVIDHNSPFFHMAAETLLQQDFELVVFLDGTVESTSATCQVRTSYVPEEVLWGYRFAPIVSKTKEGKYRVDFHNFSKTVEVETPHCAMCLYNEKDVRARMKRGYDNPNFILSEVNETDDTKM
RAM inhibit: inhibitors of the yeast RAM network | S. cerevisiae dse1pr::URA3 reporter, 5-FOA growth OD615, 2 d; analog-sensitive cbk1-as2 kinase mutant strain | inhibition, % at 50 µM | 1.8% of 190,000 active;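 active means inhibition above a set limit, 3 SD over mean compound inhibition, cut at about 8.4% in these data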;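 further: 0% = DMSO-only wells with no growth and 100% = 10 µM 1-NA-PP1 full growth; inhibition rescues growth on 5-FOA so higher OD means more RAM inhibition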
PPARg SRC2 recr: agonists of SRC-2 recruitment by human PPARgamma | 0.34% of 200,000 active | PPARgamma LBD-SRC-2 recruitment, biochemical | activation, % at 8 µM | AID 1032 | P37231; in the data active means activation above about 22%;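 further: 0% = vehicle and 100% = reference agonist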
HMGR II inh: inhibitors of class II HMG-CoA reductase from Enterococcus faecalis | inhibition, % at 10 µM | purified E. faecalis HMGR, NADPH absorbance 340 nm kinetic | AID 1066 | 0.41% of 190,000 active;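 active means inhibition above a set limit, the median over all tested compounds plus 3 SD, cut at about 9.5% in these data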;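 further: enzyme runs in reverse so mevalonate oxidation gives rising NADPH absorbance; 0% = complete reaction with DMSO and 100% = background rate lacking mevalonate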
Lmaj promast: inhibitors of Leishmania major promastigote growth; Leishmania major promastigotes, resazurin fluorescence viability; inhibition, % at 10 µM; 9% of 200,000 active; AID 1063; in the data active means inhibition above about 50%;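 further: promastigotes grown with compound for 44 hours at 28 °C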
Redox H2O2 prof: compounds producing H2O2 with reducing agent – biochemical, NIH compound library profiling, artefact control for MLSCN library redox annotation, primary screen; DTT-dependent redox cycling H2O2, phenol red/HRP absorbance; 100% = 100 µM peroxide control, 0% = buffer; activation, % at 10 µM; 0.03% of 200,000 active; AID 878;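 active means activation of at least 50% relative to the plate's high and low controls in the primary single-dose screen; inactive means activation below 50%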;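 further: compound incubated with DTT at 0.8 mM final as the reducing agent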
* hit, by the source's call; . = not tested or not shown.

SMILES	bIAP inhibitor	S1P3 antagonist	PPARg SRC1 recr	TR-FRET SRC-2 ct	PPARg SRC-3 ag	ROMK mod	RAM inhibit	PPARg SRC2 recr	HMGR II inh	Lmaj promast	Redox H2O2 prof
O=C(CN1CCN(Cc2ccc3c(c2)OCO3)CC1)Nc1ccc2c(c1)OCCO2	-4	-13	2	1571	-12	0.39	1.7	-9	4	91*	-3.4
c1csc(-c2nc3ccccc3[nH]2)c1	36	2	-2	1606	17	-0.082	0.6	2	-4	6	0.5
COCCn1c(=O)c2ccccc2c2ccccc2c1=O	-6	11	4	1457	-4	0.32	1.9	-3	-3	-1	0.0
COc1ccc(CCNC(=O)c2cc(C(=O)c3cc(C)ccc3O)cn(CCc3ccc(OC)cc3)c2=O)cc1	7	2	12	1415	3	-1.3	4.6	5	-6	96*	-0.3
Cc1cc(C(=O)CSc2nnc3c(Cl)cc(Cl)cn23)c(C)n1C	0	.	0	1424	4	.	-1.2	7	1	-7	2.0
Cc1ccc(S(=O)(=O)c2cnc3cc(C)nn3c2N)cc1	-24	6	-8	1758	-1	-1	1.7	-2	1	-21	-1.7
CCOC(=O)N1CCC(NCCNC(=O)c2ccccc2)CC1	4	.	3	1509	-7	.	2.6	-3	-3	77*	3.2
CCCC(C(=O)NCc1ccco1)N(C(=O)CNS(=O)(=O)c1ccccc1)c1ccccc1OC (stereo not drawn)	17	-15	6	1588	4	-4.2*	0.8	11	3	37	-0.1
NC(=O)c1ccc2c(c1)OCCO2	1	6	4	1648	4	0.025	1.4	3	-5	-6	2.7
COc1ccc(OC(=O)c2cccc([N+](=O)[O-])c2)c(C(=O)/C=C/c2cccs2)c1	26	.	4	1676	7	-0.78	5.5	14	0	73*	0.2

The list goes on; it opens with the 2 that closed the last part.
SMILES	bIAP inhibitor	S1P3 antagonist	PPARg SRC1 recr	TR-FRET SRC-2 ct	PPARg SRC-3 ag	ROMK mod	RAM inhibit	PPARg SRC2 recr	HMGR II inh	Lmaj promast	Redox H2O2 prof
NC(=O)c1ccc2c(c1)OCCO2	1	6	4	1648	4	0.025	1.4	3	-5	-6	2.7
COc1ccc(OC(=O)c2cccc([N+](=O)[O-])c2)c(C(=O)/C=C/c2cccs2)c1	26	.	4	1676	7	-0.78	5.5	14	0	73*	0.2
Cc1nnc(SCC(=O)c2ccc(Br)cc2)s1	-1	0	1	1560	5	0.13	0.0	-1	-1	-5	0.1
O=[N+]([O-])/C=C/c1cn(Cc2ccccc2)c2ccccc12	18	.	-4	1479	2	-0.77	-0.1	-2	1	96*	3.8
COc1ccc(/C=C2\C(=O)OCc3cc(OC)c(OC)cc32)cc1OC	-16	-13	9	1623	1	.	6.1	-2	-7	4	0.0
CCOc1cc(/C=N/NC(=O)C(=O)NC2CC2)cc(Br)c1O	8	-14	0	1692	2	.	4.3	-2	-6	-6	0.3
O=C1CC(NCCC2=CCCCC2)C(=O)N1c1cccc(Cl)c1Cl (stereo not drawn)	3	.	-4	1461	-5	.	2.8	9	1	-3	-3.5
C/C(Cn1nc([N+](=O)[O-])cc1C)=N\NC(=O)c1ccc(C(C)(C)C)cc1	39	.	-3	1400	-5	0.04	-0.7	-1	3	2	0.1
CCOc1ccc(/C=N/Nc2ccccn2)cc1OC	17	-9	6	1776	4	1.1	0.5	8	-1	14	-0.3
COCc1cc(C)nc(NCCO)c1C#N	-11	.	5	1552	1	-0.26	0.7	-3	-6	-3	0.2
Cc1cccc2cc(CN(Cc3nnnn3C3CCCCC3)C3CCCC3)c3nnnn3c12	-9	.	-8	1456	8	-3.2	2.9	0	-2	50*	1.9
COc1cc(/C=N/Nc2nn3cnnc3c3ccccc23)ccc1O	-5	.	4	1605	15	.	0.4	2	-4	7	-5.3
CN(C)NC(=S)Nc1ccc(Cl)cc1	10	.	-2	1375	3	-1.2	0.0	-7	1	0	1.9
O=C1OC2(CCCCC2)OC(=O)C1=CNc1nccs1	7	17	1	1566	-3	.	2.1	11	2	-2	-0.8
CCOc1cc(N2CCOCC2)c(OCC)cc1NC(=O)COc1ncnc2ccc(Br)cc12	1	.	3	1632	10	1.1	2.7	1	-4	-2	-0.3
CCN(CC)CCN1C(=O)C(=O)/C(=C(/O)c2c(C)[nH]c(C(=O)OC)c2C)C1c1cccc(OC)c1 (stereo not drawn)	-12	.	-11	1536	-1	0.1	0.3	-5	-3	-8	0.4
C=CCn1c(C)csc1=Nc1ccc(C(=O)O)cc1	5	15	4	1565	-2	-0.43	-0.2	1	-2	8	-0.3
CCS(=O)(=O)N1Cc2ccccc2CC1C(=O)NCC12CC3CC(CC(C3)C1)C2 (stereo not drawn)	-7	.	4	1629	1	-1.2	0.1	4	0	6	0.1
CCCCNC(=O)Nc1nc2ccc(CC)cc2s1	13	4	2	1533	1	0.37	4.4	2	7	1	0.2
CCOc1ccc(C(=O)CC(Sc2ccc(C)cc2)C(=O)O)cc1 (stereo not drawn)	8	-8	3	1406	2	-0.32	-1.9	-7	0	6	-0.3
COc1ccc(NC(=O)c2ccc(=O)[nH]c2)cc1S(=O)(=O)N1CCCCC1	-40	-9	-3	1702	2	.	0.3	0	-2	56*	-0.2
Cc1c([C@@H]2C[C@H]3CN(Cc4cccc(Cl)c4)C(=O)[C@]34CCCN24)cnn1C	-17	9	8	1666	-1	1.7	1.3	-3	-3	0	-1.0

Individual results from the results shown.
O=C1OC2(CCCCC2)OC(=O)C1=CNc1nccs1 – HMGR II inh = 2
COc1ccc(NC(=O)c2ccc(=O)[nH]c2)cc1S(=O)(=O)N1CCCCC1 – TR-FRET SRC-2 ct = 1702
CCN(CC)CCN1C(=O)C(=O)/C(=C(/O)c2c(C)[nH]c(C(=O)OC)c2C)C1c1cccc(OC)c1 (stereo not drawn) – bIAP inhibitor = -12
CCOc1cc(N2CCOCC2)c(OCC)cc1NC(=O)COc1ncnc2ccc(Br)cc12 – Lmaj promast = -2

The list continues:
SMILES	bIAP inhibitor	S1P3 antagonist	PPARg SRC1 recr	TR-FRET SRC-2 ct	PPARg SRC-3 ag	ROMK mod	RAM inhibit	PPARg SRC2 recr	HMGR II inh	Lmaj promast	Redox H2O2 prof
COC(=O)c1ccccc1NC(NC(=O)c1ccco1)C(=O)c1ccc(C)cc1 (stereo not drawn)	6	36	1	1370	2	.	2.9	3	0	-5	0.2
COc1ccc(OC)c2[nH]c(=O)c(CCNC(=S)NC(C)(C)C)cc12	20	-18	-11	1423	-4	0.21	1.1	-6	-3	16	-0.5
Clc1ccc(-c2ccc(-c3nn4c(-c5ccco5)nnc4s3)o2)cc1	.	-3	10	1589	-6	.	.	5	.	-3	3.8
CCn1c(CCNC(=O)c2ccc(Cl)cc2)nnc1SCC(=O)NC1CCCC1	12	-16	1	1490	-1	.	0.4	0	-2	-1	0.2
COc1ccc(Cl)cc1C(=O)NNC(=O)CSc1nnnn1C	-15	-17	0	1486	2	-0.16	0.7	5	2	-6	0.0
CCC(=O)c1ccc(OCC(O)Cn2cnc3ccccc32)cc1 (stereo not drawn)	6	0	-4	1548	1	.	0.9	6	2	-5	-0.2
Cc1ccc(CN2CCc3c(OCc4ccc(F)cc4)cccc3C2=O)cc1	19	-3	-1	1492	0	.	1.0	3	-7	1	1.1
COC(=O)C1C(c2ccc(OC)cc2)Nc2nnc(C(F)(F)F)n2C1(C)O (stereo not drawn)	-12	-20	16	1763	11	-0.87	2.1	11	3	1	-1.0
COC(=O)C1=C(C)N(c2ccc(F)cc2)/C(=C/c2ccc(O)cc2)C1=O	42	-4	7	1620	-1	0.048	8.2	7	-5	34	-0.8
CCCC(=O)OC1CCS(=O)(=O)c2sccc21 (stereo not drawn)	4	-19	4	1573	6	-1.6	1.0	-4	-1	-1	-1.1
CC(=O)c1c(C)oc2c1C(=O)c1ccccc1C2=O	9	-8	-2	1399	3	-0.32	0.0	2	-3	9	2.8
CC(=O)NC(C)c1nc2ccccc2n1C(C)C (stereo not drawn)	5	-18	-2	1476	4	.	1.6	15	5	-7	-0.4
CCOC(=O)C1=C(O)c2ccccc2C(=O)/C1=C\c1ccc(CC)cc1	34	.	8	1674	15	.	6.0	4	-4	-5	9.1
CCOC(=O)CN(C(=O)CSc1nnc(-c2ccncc2)n1CCCN(C)C)c1ccccc1	-2	20	4	1494	-2	.	1.3	-2	0	-1	-0.9
CCOc1ccc(NC(=O)c2ccc3nccnc3c2)cc1	2	.	-3	1584	9	-1.1	0.9	6	-7	-3	0.2
CS(=O)(=O)C1=C(O)C(=O)N(c2ccccc2)C1c1ccccc1 (stereo not drawn)	3	-27	-6	1404	-5	.	2.0	6	-5	-8	-0.6
CC(=O)c1cccc(N(C(=O)c2ccco2)C(C(=O)NC2CCCC2)c2ccncc2)c1 (stereo not drawn)	-1	6	0	1712	13	.	1.1	1	-2	-3	3.2
COc1cc([N+](=O)[O-])ccc1NC(=O)CN1CCCC1	4	5	10	1712	2	0.54	1.5	-4	0	-4	-0.1
COC(=O)c1cc(Sc2cccc(Cl)c2Cl)ccn1	3	-12	-2	1693	2	-1.2	-1.4	8	0	1	-0.6
Cc1sc2nc3ccc(NCc4ccco4)nn3c(=O)c2c1C	-2	.	3	1589	-1	.	1.4	1	-2	8	3.1
O=[N+]([O-])c1cccc(-c2nnc(-c3ccccc3)o2)c1	-14	-1	-9	1324	-1	-0.067	0.1	-8	2	-7	-0.1
O=C(Nc1ccc(S(=O)(=O)Nc2nccs2)cc1)c1cc(-c2ccccc2)nc2ccccc12	14	-1	3	1564	-8	.	2.8	-3	1	-3	0.4
CCNc1nc(NC(C)C)nc(Oc2ccc(OCCOc3ccccc3)nn2)n1	-1	-31	-5	1474	0	.	0.5	6	-1	29	1.9
C=CCc1c(C)nc2ccc(C(=O)OCC)cc2c1Cl	4	-27	2	1655	-1	-0.12	4.6	-7	-1	14	-1.2
CCCN(CC1CC1)C(=O)COC(=O)c1ccc(CNS(=O)(=O)c2ccc(F)c(Cl)c2)cc1	0	1	2	1464	0	.	12*	-10	-4	-6	-0.1
CCC1(C)Cc2nc3[nH]c(=S)n(-c4ccccc4)c(=O)c3cc2CO1 (stereo not drawn)	-10	8	3	1618	3	0.87	8.5*	6	-5	56*	-0.4
COc1ccc(NC(=S)NCCNC(C)=O)cc1	-4	13	-4	1630	3	-0.072	0.4	3	-4	-3	-0.7
COc1ccc(C(=O)CN2CCN(S(=O)(=O)c3cccc([N+](=O)[O-])c3)CC2)cc1OC	8	2	11	1348	-2	.	1.2	2	1	-1	-0.2
CCOc1ccccc1C(=O)NC1CC2CCCC(C1)N2C1CC1 (stereo not drawn)	-21	6	1	1708	5	.	0.4	6	2	4	0.8
Cc1c(S(=O)(=O)N2CCCC(C(=O)O)C2)cnn1C (stereo not drawn)	-19	-8	4	1505	-1	-0.077	2.2	1	-2	0	0.2
Cc1cccc(C(=O)Nc2ccc(CC(=O)O)cc2)c1	12	0	1	1573	-1	-0.37	1.6	1	4	-5	5.0
COCCCNC(=O)c1oc2ccc(S(=O)(=O)N(C)C3CCCCC3)cc2c1C	-8	.	17	1765	15	0.0049	2.3	6	-2	97*	-0.5
COC(=O)C1CC(O)CN1C(=O)NC1CCCCC1 (stereo not drawn)	10	-2	4	1396	1	0.86	0.9	3	3	-5	-0.6

Compound activity as filed in PubChem BioAssay.

Random draw from the library; any-hit rate near 13%.
